Lipid storage S3 = qHTS Assay for Lipid Storage Modulators in Drosophila S3 Cells. AID 2685. 320,000 compounds, 0.64% hits. Potency in µM for hits, for the others lipid storage change, negative = inhibition, % at the top dose, mostly 46.1 µM. Drosophila S3 cells, BODIPY lipid droplet fluorescence, 18-24 h; cells fed with added oleic acid; active means well fitted inhibition curve with a large enough effect in the signal ratio, with a control signal flat, not every such curve was filed as active; inconclusive means small, poorly fitted or top-dose-only effect, or effect the other way, or a change in a side signal; the % refers to the signal ratio
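Drosophila S3 cells got compounds at several concentrations plus oleic acid (400 uM solution). Laser-scanning cytometry with 488 nm excitation read lipid droplets at 500-530 nm and cells at 575-640 nm. Percent activity was relative to 20 uM Triacsin C.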
Lipid storage S3 cell count max = recorded beside Lipid storage S3, whose call it bears; cell number change, %; measured here: cell count max response;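 cells counted by Cell Tracker Red CMTPX staining in the red channel; peak over a dose series mostly up to 46.1 µM; percent activity relative to internal control wells on each plate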
The depositor's hits bear a star; i = inactive; ? = inconclusive; / = no result given. On the % scale 0 is the no-effect control and ±100 the full control effect; potency means the concentration at half of the fitted maximal effect. This is a subset; rates above refer to the full screens.

SMILES | Lipid storage S3 | Lipid storage S3 cell count max
C=CCCCCCCCCC(=O)NNC1CC(=O)N(c2ccccc2)C1=O (configuration not stated) | 13% | 9
COc1cccc(/C=N/NC(=O)Cn2nc([N+](=O)[O-])cc2C)c1 | 11% | 14
Cc1cc(=O)oc2cc(NC(=O)C3COc4ccccc4O3)ccc12 (configuration not stated) | ? | /
Cc1ccc(C(=O)Nc2ccccc2C(=O)O)cc1NC(=O)COc1c(C)cccc1C | ? | /
COc1ccc(NC(=O)C2CCCCN2S(=O)(=O)c2ccc(F)cc2)cc1 (configuration not stated) | ? | /
Cc1ccc(C(=O)N2CCN3C(=O)c4ccccc4C23c2ccc(Cl)cc2)cc1 (configuration not stated) | ? | /
CC(=O)Nc1ccc(-c2nnn(CC(=O)c3ccc(F)cc3)n2)cc1Cl | 16% | 4
CC(C)N1CCc2c(sc(NC(=O)c3cc4cc([N+](=O)[O-])ccc4s3)c2C(N)=O)C1 | ? | /
O=C(NCCN1CCOCC1)C(=O)NCC1OCCN1S(=O)(=O)c1ccc(Br)cc1 (configuration not stated) | ? | /
CC1=NN(C(=O)c2cccnc2)C(O)(C(F)(F)F)C1 (configuration not stated) | -10% | 10
COc1ccc(CNC(=O)C2Cc3ccccc3CN2C(=O)c2ccco2)cc1 (configuration not stated) | ? | /
COC(=O)c1cc(OC)c(OC)cc1NC(=O)c1cc(-c2ccccc2)nc2ccccc12 | ? | /
C[C@]12C(=O)N(c3ccc(C(F)(F)F)cc3)C(=O)N1[C@@H]1c3ccccc3OC[C@@H]1[C@H]2c1ccccc1 | ? | /
COc1ccc(C(=O)NCCS(=O)(=O)NCC2CCCO2)cc1 (configuration not stated) | ? | /
COc1cccc(N2C(=O)N(c3ccccc3)C3CS(=O)(=O)CC32)c1 (configuration not stated) | ? | /
CCOC(=O)Cn1nnnc1C(CC)N(Cc1cc2c(C)cc(C)cc2[nH]c1=O)C1CCCC1 (configuration not stated) | 1% | 9
O=C(CSc1nc2ccccc2[nH]1)N1CCN(c2ccc(F)cc2)CC1 | ? | /
CCNC(=O)C(=O)NCC(c1ccc2c(c1)OCO2)N1CCOCC1 (configuration not stated) | ? | /
COc1cc(/C=N/Nc2ccccn2)ccc1OCC(C)C | -14% | /
CC(C)CCC(C)NC(=O)c1ccc2nccnc2c1 (configuration not stated) | 1% | -23
CNC(=S)N(CCc1c(C)[nH]c2ccc(OC)cc12)Cc1ccco1 | ? | /
O=C(Nc1cccc(Cl)c1)Nc1ccc2nccnc2c1 | ? | /
CS(=O)(=O)N(CC(=O)NCCC1=CCCCC1)c1cccc([N+](=O)[O-])c1 | ? | /
CC(C)(C)OC(=O)N1CCC(c2cc(=O)n3[nH]cc(C(=O)Nc4ccc(F)c(Cl)c4)c3n2)CC1 | 13% | 3
Cc1ccn2c(NC3CCCC3)c(-c3ccsc3)nc2c1 | 10% | 2

Other records
SMILES | Lipid storage S3 | Lipid storage S3 cell count max
CCCc1cc(Nc2ccccc2)n2ncnc2n1 | ? | /
CCOc1cccc(NC(=O)Cn2nc(-c3ccc4c(c3)OCCO4)ccc2=O)c1 | ? | /
ON(Cc1c(F)cccc1Cl)Cc1c(F)cccc1Cl | ? | /
CC(C)NC(=O)Cn1cc(C#N)c2cc(Br)ccc21 | i | /
Cc1cc(NC(=O)COC(=O)CNC(=O)c2cccs2)c([N+](=O)[O-])cc1C | ? | /
O=C(NCc1ccc2c(c1)OCO2)C1CCCN1C(=O)Nc1cccc(F)c1 (configuration not stated) | 12% | 2
COc1cccc(CN(C)C(=O)c2cc(-c3ccc(OC)c(OC)c3)nc3ccccc23)c1 | ? | /
CC(C)Cn1c(=O)c2c(nc3n2CC(C)CN3Cc2ccccc2)n(C)c1=O (configuration not stated) | ? | /
CCn1c(COc2ccccc2OC)nnc1SCC#N | ? | /
O=C(CSc1nncc2ccccc12)Nc1ccc(C(=O)O)cc1 | ? | /
COc1cc(C(=O)OCC(=O)Nc2ccc3c(c2)OC(F)(F)O3)ccc1OCc1c(C)noc1C | -4% | -16
O=c1ncn(-c2ccccc2F)c2ncccc12 | -2% | 4
Cc1cnc(C(=O)OCC(=O)Nc2ccc(Oc3ccccc3)cc2)cn1 | i | /
CN(C)S(=O)(=O)N1CCN(c2ccc(Cl)cc2)CC1 | ? | /
Cc1cc(=O)n2nc(N3CCCC3C(=O)NCCCN3CC(C)CC(C)C3)sc2n1 (configuration not stated) | 5.2µM* | -14*
CCCCN(C(=S)NC(=O)c1ccccc1)c1c(N)n(Cc2ccccc2)c(=O)[nH]c1=O | -7% | -13
CC12CN(NC(=O)c3ccccc3F)C3(C#N)CC1CCC23C (configuration not stated) | ? | /
O=C(NCCCn1ccnc1)C(=O)NCC1OCCCN1S(=O)(=O)c1ccc(F)cc1 (configuration not stated) | ? | /
Cc1nc(C)c(-c2ccc(SCC(=O)Nc3ccc(C)c(Cl)c3)nn2)s1 | ? | /
CCN(CC)c1ccc(NC(=O)c2cc(OC)cc(OC)c2)c(C)c1 | ? | /
COc1ccccc1N1C(=S)N=C(Nc2c(C)cccc2C)C12CCCC2 | ? | /
O=C(O)C1Sc2[nH]c(=O)sc2C2c3cc(Br)ccc3OC(=O)C12 (configuration not stated) | ? | /
CC(=O)OCCNc1cc(N2CCN(C)CC2)c2noc3c2c1C(=O)c1ccccc1-3 | ? | /
COc1ccccc1/C=C/CN1CCCC(CCC(=O)NCc2ccccc2F)C1 (configuration not stated) | 10% | -3
CC(C)(C)CC(C)(C)NC(=S)NC1CCN(Cc2ccccc2)CC1 | ? | /

Remaining list, next part.
SMILES | Lipid storage S3 | Lipid storage S3 cell count max
CCCCN(C)C(=O)C1CCN(Cc2cccnc2)CC1 | ? | /
COC(=O)c1ccc(/C=C/C(=O)O)cc1 | 3% | 3
CCOC(=O)C1=C(O)C(Nc2nccs2)(C(F)(F)F)N=C1C (configuration not stated) | ? | /
O=C(NCc1ccccc1Cl)C1=CC=CN2CCS(=O)(=O)N=C12 | ? | /
CN1C(=O)NC(NS(=O)(=O)c2ccc(N)cc2)(C(F)(F)F)C1=O (configuration not stated) | 5% | 10
CC1CCN(C(=O)CN(c2ccc(Cl)c(C(F)(F)F)c2)S(C)(=O)=O)CC1 | ? | /
O=C(O)C1Nc2c(Cl)cc(Cl)cc2C2C=CCC12 (configuration not stated) | i | -4
O=C(O)c1ccc(O)c2ncccc12 | ? | /
COC(=O)[C@@]1(Cc2ccc(F)cc2)[C@H]2c3cc(C(=O)N(C)C)n(CCc4ccc(OC)c(Br)c4)c3C[C@H]2CN1C(=O)c1ccccc1 | -2% | -19
CCCCC(CC)CNS(=O)(=O)c1ccc2c(c1)CCN2C(=O)CCC(=O)O (configuration not stated) | -16% | 1
Cc1ccccc1CS(=O)(=O)c1nnc([C@H](Cc2ccccc2)NC(=O)OC(C)(C)C)o1 | ? | /
CCCCn1c(=O)c(-c2ccccc2)c(O)c2ccccc21 | ? | /
CCCCn1c(=O)c2c(O)cc(=O)oc2c2ccccc21 | 7% | -15
CCN(CC(=O)Nc1ccc(OC)cc1)C(=O)C1CCN(C(=O)c2ccc(Cl)cc2)CC1 | ? | /
Cn1ncc2c(Nc3ccc(Cl)cc3)ncnc21 | ? | /
CO[C@H]1[C@@H]2C=CO[C@@H](O[C@H]3O[C@@H](CO)[C@H](O)[C@@H](O)[C@@H]3O)[C@@H]2[C@@]2(CO)O[C@@H]12 | ? | /
O=C(COC(=O)c1ccc(S(=O)(=O)NCc2ccco2)cc1)NCCC1=CCCCC1 | ? | /
COc1cc(S(=O)(=O)N2CCN3CCCC3C2)ccc1-n1cnnn1 (configuration not stated) | 5% | -2
COc1ccc(-c2csc(NC(=O)CCn3cnc4ccccc4c3=O)n2)cc1OC | ? | /
COc1cc(/C=C/C(=O)Nc2nnc(C(C)(C)C)s2)cc(OC)c1OC | ? | /
CCn1c(SCC(=O)Nc2ccc(OC)c(OC)c2)nnc1-c1cnccn1 | ? | /
Cc1ccc2c(c1)c1c3n2CCN(CC#N)C3CCC1 (configuration not stated) | i | 4
Cc1cc(C(=O)COC(=O)C2=NNC(=O)CC2)c(C)n1CCc1ccccc1 | ? | /
Cn1ncc2c(O/N=C(\N)c3ccc(C(C)(C)C)cc3)ncnc21 | ? | /
Cc1cc(=O)oc2cc(OCCSCCN3CCOCC3)ccc12 | ? | /

Structures listed so far containing a tert-butyl group, in the order listed:
SMILES | Lipid storage S3 | Lipid storage S3 cell count max
CC(C)(C)OC(=O)N1CCC(c2cc(=O)n3[nH]cc(C(=O)Nc4ccc(F)c(Cl)c4)c3n2)CC1 | 13% | 3
CC(C)(C)CC(C)(C)NC(=S)NC1CCN(Cc2ccccc2)CC1 | ? | /
Cc1ccccc1CS(=O)(=O)c1nnc([C@H](Cc2ccccc2)NC(=O)OC(C)(C)C)o1 | ? | /
COc1cc(/C=C/C(=O)Nc2nnc(C(C)(C)C)s2)cc(OC)c1OC | ? | /
Cn1ncc2c(O/N=C(\N)c3ccc(C(C)(C)C)cc3)ncnc21 | ? | /

The list continues.
SMILES | Lipid storage S3 | Lipid storage S3 cell count max
CCn1c(N)c(C(=O)N2CCOCC2)sc1=S | 12% | 6
O=C(CSc1nnc(-c2ccccc2)n1Cc1ccco1)Nc1ccc2c(c1)OCCO2 | ? | /
CN(CCC(=O)c1ccccc1)CCC(=O)c1ccccc1 | i | /
COc1ccc(N2CCN(C(c3ccccc3)c3sc4nc(C)nn4c3O)CC2)cc1 (configuration not stated) | 0% | 3
O=Cc1ccccc1-n1cccn1 | ? | /
Nc1ccccc1Sc1nc2ccccc2[nH]1 | ? | /
NC(=O)c1ccc(NC(=O)CCC(=O)N2CCN(S(=O)(=O)c3ccc(Cl)cc3)CC2)cc1 | ? | /
C=CCn1c(CCNC(=O)c2ccccc2F)nnc1SCC(=O)Nc1nc(C)cs1 | ? | /
O=C(CN1C(=O)NC2(CCCCCCC2)C1=O)Nc1ccc(Br)cc1 | ? | /
Cc1ccc(-n2nc3c(=O)n(CC(=O)NCCc4cccs4)nc(C)c3c2C)cc1 | i | -7
CCC(=O)N1CCc2cc(S(=O)(=O)NCCN3CCCCC3CC)ccc21 (configuration not stated) | 5% | -19
Nc1ccncc1N | ? | /
CN(C[C@H](Cc1ccccc1)N(C[C@H](Cc1ccccc1)N(CCC(C)(C)C)N=O)N=O)N=O | -13% | -8
COc1ccc(N(CC(=O)NCc2ccc(F)cc2)S(=O)(=O)c2c(C)noc2C)cc1 | i | -3
COc1ccc(Nc2c3c(nc4ccccc24)CCC3)c(OC)c1 | 2% | 0
N#CCOC(=O)c1sccc1-n1cccc1 | -7% | -2
S=C(NCCc1ccccc1)N/N=C/C1CCCCC1 | ? | /
CCOc1cc(S(=O)(=O)NCc2ccccn2)ccc1Cl | 5% | -3
Cc1cccc(-c2nc3c(c(SCC(=O)N4CCOCC4)n2)COC(C)(C)C3)c1 | i | -18
CC12CCC(C(=O)Nc3c(Cl)cccc3Cl)(C(Br)C1=O)C2(C)C (configuration not stated) | ? | /
O=C(N/N=C/C=C\c1ccccc1[N+](=O)[O-])c1ccccn1 | ? | /
O=C(c1ccc(F)cc1)c1cc2ccccc2o1 | 11% | -11
CCc1cc2c(NCC3CCCO3)ncnc2s1 (configuration not stated) | ? | /
COc1ccccc1C1CC(c2ccc(F)cc2)Nc2ncnn21 (configuration not stated) | i | /
Cn1c(=O)cc(SCC(=O)NCc2ccc(F)cc2)c2ccccc21 | 1% | 4

One compound at a time, from the list above. Values in the order: Lipid storage S3	Lipid storage S3 cell count max
COc1ccccc1/C=C/CN1CCCC(CCC(=O)NCc2ccccc2F)C1 (configuration not stated) across the screens: 10%	-3
Cc1cccc(-c2nc3c(c(SCC(=O)N4CCOCC4)n2)COC(C)(C)C3)c1 across the screens: i	-18
CC(=O)OCCNc1cc(N2CCN(C)CC2)c2noc3c2c1C(=O)c1ccccc1-3 across the screens: ?	/
COc1ccc(CNC(=O)C2Cc3ccccc3CN2C(=O)c2ccco2)cc1 (configuration not stated) across the screens: ?	/

Five entries from above, sorted by molar mass, smallest number first.
SMILES | Lipid storage S3 | Lipid storage S3 cell count max
CC(C)CCC(C)NC(=O)c1ccc2nccnc2c1 (configuration not stated) | 1% | -23
O=C(N/N=C/C=C\c1ccccc1[N+](=O)[O-])c1ccccn1 | ? | /
COc1cc(/C=N/Nc2ccccn2)ccc1OCC(C)C | -14% | /
CN1C(=O)NC(NS(=O)(=O)c2ccc(N)cc2)(C(F)(F)F)C1=O (configuration not stated) | 5% | 10
COc1ccc(NC(=O)C2CCCCN2S(=O)(=O)c2ccc(F)cc2)cc1 (configuration not stated) | ? | /

The list continues.
SMILES | Lipid storage S3 | Lipid storage S3 cell count max
COC(=O)c1cccc(NC(=O)Nc2ccc(Cl)c(Cl)c2)c1 | ? | /
CCN(CC)C(=O)C1CCCN(Cc2ccc(F)c(F)c2)C1 (configuration not stated) | ? | /
O=C1CCC/C(=N\NC(=O)NC2CCCCC2)C1 | ? | /
Cc1cc(S(=O)(=O)N(Cc2ccc3c(c2)OCO3)CC2CCCO2)ccc1-n1cnnn1 (configuration not stated) | ? | /
C[C@@H]1NS(=O)(=O)[C@H]2C[C@@H]3C=C[C@]2(O3)[C@H]1OC(=O)c1ccc(C(C)(C)C)cc1 | 9% | -13
O=C(Nc1nccs1)c1sc2cc(Cl)ccc2c1Cl | ? | /
O=C(Nc1cccc([N+](=O)[O-])c1)c1cc(S(=O)(=O)N2CCOCC2)cs1 | ? | /
CC(Nc1nc(N2CCN(S(C)(=O)=O)CC2)nc2ccccc12)c1ccccc1 (configuration not stated) | -1% | -14
O=C(N/C=C\c1ccccc1)NCc1ccc(Cl)cc1Cl | ? | /
C=CCSc1nc2ccccc2c(=O)[nH]1 | ? | /
CCOc1cc(/C=C2\C(=N)N3N=C(S(=O)(=O)CC)SC3=NC2=O)ccc1OC(=O)c1ccco1 | i | -6
O=C(Nc1ccc(F)cc1)N1CCN(CCc2ccccc2)CC1 | 10% | 13
C=CCn1c(N2CCCCCC2)nc2c1c(=O)n(C)c(=O)n2C | 18% | 16
